Bioassay records from PubChem BioAssay.
CHX counter: counter-screen hit for Shiga toxin inhibitors, cycloheximide. cell reporter, cycloheximide protein synthesis inhibition counterscreen. max response, %. actives 12% (n = 300,000). AID 2314; in the data active = max response mostly above about 13%, no sharp cut-off; inactive = mostly below about 14%; also: read at 38.3 µM for the half of the compounds with a filed dose; 0% is about no effect
AmpC inh no detg: blocks E. coli AmpC beta-lactamase in detergent-free assay; P00811; actives 0.52% (n = 330,000); Potency, µM (series often up to 57.1 µM), without a hit: at the highest dose activity change, negative = inhibition, usual class: inhibitors; AID 485341; AmpC nitrocefin hydrolysis, absorbance 480 nm, 0.0001% Triton;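 also: potency is read from the fitted curve at half-maximal effect; plate controls were no compound for no effect and no enzyme for full effect; nearly all actives have a fitted effect of over 20% in size; some results filed as inactive show a strong effect at the top dose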
Target sequence (P00811 whole entry, looked up): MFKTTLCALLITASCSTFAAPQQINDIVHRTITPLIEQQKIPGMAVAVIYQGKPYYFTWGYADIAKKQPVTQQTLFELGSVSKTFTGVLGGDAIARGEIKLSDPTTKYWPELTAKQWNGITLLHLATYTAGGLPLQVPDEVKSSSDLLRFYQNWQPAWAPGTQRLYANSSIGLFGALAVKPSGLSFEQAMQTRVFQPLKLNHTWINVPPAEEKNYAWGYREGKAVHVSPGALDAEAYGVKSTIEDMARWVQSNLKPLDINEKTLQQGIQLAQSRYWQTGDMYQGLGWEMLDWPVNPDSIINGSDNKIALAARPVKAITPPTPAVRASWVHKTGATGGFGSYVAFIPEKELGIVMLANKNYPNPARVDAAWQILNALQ
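AmpC (5.3 nM in the dispensed reagent) in 20 mM phosphate pH 7.0 with 0.01% (detergent screen) or 0.0001% Triton X-100 was preincubated with compounds for 15 min at room temperature. Nitrocefin was then added from an 800 uM solution, and hydrolysis was followed at 480 nm.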
Tb PYK inh: blocks Trypanosoma brucei pyruvate kinase. TbPYK enzyme, Kinase-Glo Plus ATP luminescence, 45 min. Potency, µM (highest dose often 76.8 µM), for the others: at the top dose activity, negative = inhibition, usual class: inhibitors. actives 0.12% (n = 410,000). AID 624173; also: potency is read from the fitted curve at half-maximal effect; % is scaled to controls: 0 for no effect and ±100 for the full control effect; nearly all actives have a fitted effect of over 50% in size
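Assay buffer: 50 mM TEA pH 7.2, 100 mM KCl, 10 mM MgCl2, 0.05% BSA, 0.01% Tween-20. Pyruvate kinase from T. brucei plus substrate met compound, then ADP (130 uM final). Luminescence was read post 45 min RT.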
Pf growth 48h: inhibits P. falciparum growth in the first generation, 48 h; P. falciparum luciferase growth in erythrocytes, 48 h; Potency, µM (titrated, usually from 28.7 µM), inactives show at the highest dose activity change, negative = inhibition, hits mostly inhibitors; actives 5.9% (n = 310,000); AID 504832; also: potency is read from the fitted curve at half-maximal effect; % is scaled to controls: 0 for no effect and ±100 for the full control effect
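Luciferase-expressing parasites in RBCs, 2% Hct / 0.1% parasitemia final; RPMI 1640 + 0.5% Albumax; 37 C, 5% CO2, one generation; luminescence read-out, lower signal = inhibition.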
Pf growth 96h: inhibits malaria parasite growth, 96 h; P. falciparum luciferase reporter growth, 96 h; Potency, µM (top dose mostly 28.7 µM), for the others: top-dose activity change, negative = inhibition, hits mostly inhibitors; actives 6.9% (n = 320,000); also: potency is read from the fitted curve at half-maximal effect; % is scaled to controls: 0 for no effect and ±100 for the full control effect
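P. falciparum expressing integrated firefly luciferase grown in erythrocytes (2% hematocrit, 0.05% parasitemia final) with compounds for 96 hours at 37 C, 5% CO2. Growth inhibition read as loss of luminescence after adding luciferase detection reagent.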
LmPK inhibitor: blocks Leishmania mexicana pyruvate kinase activity; purified LmPK, Kinase-Glo ATP luminescence, 1 h; actives 0.37% (n = 290,000); Q27686; Potency, µM (doses to about 57.5 µM), without a hit: top-dose activity change, negative = inhibition, actives largely listed as inhibitors; also: potency is read from the fitted curve at half-maximal effect; % is scaled to controls: 0 for no effect and ±100 for the full control effect
Target sequence (Q27686 whole entry, looked up): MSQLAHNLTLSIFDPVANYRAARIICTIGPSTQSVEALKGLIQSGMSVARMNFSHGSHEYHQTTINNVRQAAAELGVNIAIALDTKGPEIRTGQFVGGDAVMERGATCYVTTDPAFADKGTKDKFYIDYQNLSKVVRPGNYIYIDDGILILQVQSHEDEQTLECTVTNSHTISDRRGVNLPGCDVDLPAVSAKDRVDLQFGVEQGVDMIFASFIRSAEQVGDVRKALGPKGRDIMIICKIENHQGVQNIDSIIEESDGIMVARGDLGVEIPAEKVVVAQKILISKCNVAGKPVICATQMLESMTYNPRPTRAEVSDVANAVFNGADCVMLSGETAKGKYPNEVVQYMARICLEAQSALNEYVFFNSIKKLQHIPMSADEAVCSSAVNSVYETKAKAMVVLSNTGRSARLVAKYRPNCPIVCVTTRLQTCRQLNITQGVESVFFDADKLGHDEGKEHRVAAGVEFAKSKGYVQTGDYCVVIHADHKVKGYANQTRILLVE
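Purified LmPK (0.1 nM) with 0.5 mM PEP and 0.1 mM ADP in imidazole buffer pH 7.2 with MgCl2/KCl, 1 h at room temperature. ATP formed was read by luciferase luminescence and normalized to no-enzyme and uninhibited controls.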
Shiga inhibitor: Shiga toxin inhibition | Vero cells, Shiga toxin protein synthesis inhibition reporter | inhibition, % at 38.7 µM | actives 9.2% (n = 290,000) | AID 2315; in the data active = inhibition mostly above about 28%, no sharp cut-off; inactive = mostly below about 43%; also: 0% is about no effect
* hit, by the source's call; ? = inconclusive; · = not tested or not shown; ! = not active in a repeat; [ ] = another dose, or the depositor's remark. Unless noted, calls follow the shape of the dose curve; as a rule, active = well fitted curve in the direction sought with a large enough effect; inconclusive = small, poorly fitted or top-dose-only effect, or another doubt; inactive = no such curve, though single readings can be large; an effect the other way counts as inactive or inconclusive.

Preview, two compounds:
SMILES	CHX counter	AmpC inh no detg	Tb PYK inh	Pf growth 48h	Pf growth 96h	LmPK inhibitor	Shiga inhibitor
O=C(c1cnn2c(C(F)(F)F)cc(-c3ccco3)nc12)N1CCCCCC1	-4	17%	2%	?	1%	3%	11
CS(=O)(=O)c1nc(S(=O)(=O)c2ccc(Cl)cc2)c(NCCCN2CCOCC2)s1	-2	15%	-4%	5%	?	0%	-7

The listing, previewed entries included:
SMILES	CHX counter	AmpC inh no detg	Tb PYK inh	Pf growth 48h	Pf growth 96h	LmPK inhibitor	Shiga inhibitor
O=C(c1cnn2c(C(F)(F)F)cc(-c3ccco3)nc12)N1CCCCCC1	-4	17%	2%	?	1%	3%	11
CS(=O)(=O)c1nc(S(=O)(=O)c2ccc(Cl)cc2)c(NCCCN2CCOCC2)s1	-2	15%	-4%	5%	?	0%	-7
CSc1ccccc1C(=O)NC1CCCC1	8	-4%	1%	·	?	-2%	29
Cc1ccccc1C(=O)NCCNC(=O)c1ccccn1	-4	-21%	1%	26%	19%	1%	14
Cc1nc2ccc(C(C(F)(F)F)(C(F)(F)F)C(F)(F)F)cc2[nH]1	-3	53%	3%	?	·	2%	-10
O=C1CCC(=O)N1c1nc2nc(-c3ccccc3)cc(-c3ccccc3)n2n1	13	36%	-3%	1%	13%	4%	-16
c1ccc(OCCSc2nnc3sc4ccccc4n23)cc1	16	-6%	-9%	183%[activator]	20%	-24%	45*
O=C(CCOc1ccccc1)Nc1cccc(S(=O)(=O)Nc2ccccc2Cl)c1	-3	-27%	-3%	34%[activator]	0%	7%	-16
CC1(C)NC(=O)N(CC(O)CN(c2ccccc2)S(=O)(=O)c2ccc([N+](=O)[O-])cc2)C1=O (stereo not given)	-3	20%	-4%	2%	73%[activator]	-1%	-3
O=C(CN(C(=O)Cn1nnc(-c2cccs2)n1)c1cnc2ccccc2c1)NCC1CCCO1 (stereo not given)	1	47%	-3%	?	15µM*	0%	24
CCc1nnc(NS(=O)(=O)c2ccc(NC(=S)NC(=O)c3ccc(OC)cc3)cc2)s1	1	-22%	-5%	?	-2%	-2%	-3
Cn1c(N2CCOCC2)nc2c1c(=O)n(Cc1ccc(Cl)c(Cl)c1)c(=O)n2C	-3	184%[activator]	1%	?	?	3%	5
COCCNc1oc(-c2ccc(C)cc2)nc1C#N	23*	-8%	-3%	114%[activator]	?	0%	66
CC(=O)c1ccc(NC(=S)N2CC(C)CC(C)C2)cc1 (stereo not given)	-1	-17%	-8%	22%	?	-2%	-10
Cc1cc(SCC(=O)Nc2cccnc2Cl)nc2ccccc12	-1	-21%	-1%	-8%	17%	2%	-4

As a short view, six of the compounds above.
SMILES	CHX counter	AmpC inh no detg	Tb PYK inh	Pf growth 48h	Pf growth 96h	LmPK inhibitor	Shiga inhibitor
O=C(c1cnn2c(C(F)(F)F)cc(-c3ccco3)nc12)N1CCCCCC1	-4	17%	2%	?	1%	3%	11
CS(=O)(=O)c1nc(S(=O)(=O)c2ccc(Cl)cc2)c(NCCCN2CCOCC2)s1	-2	15%	-4%	5%	?	0%	-7
CSc1ccccc1C(=O)NC1CCCC1	8	-4%	1%	·	?	-2%	29
Cc1ccccc1C(=O)NCCNC(=O)c1ccccn1	-4	-21%	1%	26%	19%	1%	14
Cc1nc2ccc(C(C(F)(F)F)(C(F)(F)F)C(F)(F)F)cc2[nH]1	-3	53%	3%	?	·	2%	-10
O=C1CCC(=O)N1c1nc2nc(-c3ccccc3)cc(-c3ccccc3)n2n1	13	36%	-3%	1%	13%	4%	-16

(cont.)
SMILES	CHX counter	AmpC inh no detg	Tb PYK inh	Pf growth 48h	Pf growth 96h	LmPK inhibitor	Shiga inhibitor
O=C1CSC(=NC(=O)c2ccccc2)N1	-2	-23%	-9%	13%	·	-1%	-4
COc1ccc(Cl)cc1NC(=O)CN(C)CC(=O)Nc1c(C)n(C)n(-c2ccccc2)c1=O	·	16%	0%	-17%	0%	·	·
CCOC(=O)c1sc2nc(C)c([N+](=O)[O-])c(COC)c2c1N	0	-15%	-2%	10µM*	-9%	3%	6
O=C(CSCc1ccc([N+](=O)[O-])cc1)NCCSCc1ccccc1	-1	-2%	0%	-1%	24%	-2%	-29
O=C(c1ccc([N+](=O)[O-])cc1)n1nc(-c2ccccc2)nc1NCc1ccc(F)cc1	17*	-23%	0%	-6%	194%[activator]	-2%	37*
CC(=O)c1cccc(N(CC(=O)O)S(C)(=O)=O)c1	1	-12%	3%	13%	-14%	-2%	-9
Cc1ccc(CNc2nc(-c3cccs3)nc3ccccc23)cc1	-3	-24%	-3%	?	?	-1%	-4
CN(C)c1ccc(/C=N/OC(=O)Nc2ccccc2Cl)cc1	22*	-15%	-2%	65%[activator]	20%	3%	95*
FC(F)(F)c1cnc(-c2cnc(-c3ccccn3)nc2)c(Cl)c1	24	-15%	-5%	329%[activator]	6.6µM*	-8%	52*
Cc1cc(Nc2cc(C)on2)n2ncnc2n1	-1	-13%	-5%	4%	?	-4%	13
CCNC(=O)C(=O)NCC1OCCCN1S(=O)(=O)c1cccs1 (stereo not given)	6	-3%	-7%	-22%	13%	0%	-2
COc1cc(OC)c2ccc(=O)oc2c1C(CCN1CCCC(C)C1)c1ccc2c(c1)OCO2 (stereo not given)	44*!	49%	3%	9.3µM*	10µM*	4%	124*!
Cn1c(-c2ccc(F)cc2)cnc1NCc1ccc(F)cc1F	13	-19%	3%	19%	-28%	2%	23*
COc1cc(C=O)ccc1OCc1ccccc1Br	61*	-43%	4%	113%[activator]	36%[activator]	-29%	74*
Fc1ccc(Nc2nnc(C(F)(F)F)s2)cc1	13	-21%	-1%	?	?	1%	13
COc1ccc(CCN(C)C(=O)C2CCCN(C3CCN(Cc4ccccc4)CC3)C2)cc1OC (stereo not given)	-3	-5%	8%	-14%	-8%	-3%	-8
COc1cc(/C=C/C(=O)OC2CC3CCC2(C)C3(C)C)ccc1O (stereo not given)	14*	-12%	-6%	?	3%	2%	23
Cc1ccccc1N=C/C=C1/C=C(c2ccccc2)OC(C)(C)O1	8	-15%	-2%	?	?	5%	-49
CCc1ccc(C(O)(CC)C(CN2CCOCC2)c2ccccc2)cc1 (stereo not given)	-2	161%[activator]	1%	12µM*	0%	0%	3
CCCCCCn1cnc2c(c1=O)c1nc3ccccc3nc1n2/N=C/c1ccco1	0	-11%	7%	?	?	0%	17
CN(C)C(=S)Nc1ccc(Cl)cc1	-4	2%	2%	13%	6%	-5%	-4
O=C(Nc1cccc(Cl)c1)Nc1ccon1	17	-34%	2%	70%[activator]	-30%	-4%	16
CCC(=O)NC(Nc1sc2c(c1C(=O)OC)CCN(C)C2)(C(F)(F)F)C(F)(F)F	-3	-1%	1%	?	?	2%	-1
Cc1cc(C=O)c(C)n1C1CC1	0	-6%	7%	-32%[5.75 µM]	22%	-2%	-17
O=C(CSc1nc2ccccc2c(=O)n1-c1cccc(C(F)(F)F)c1)NC1CC1	-2	1%	3%	·	?	3%	-10
Cc1ccc(NC(=O)COc2ccccc2C(N)=O)cc1S(=O)(=O)N1CCCCCC1	·	-21%	1%	?	4.7µM*	·	·
CN(C1=C(N2CCCCC2)C(=O)c2ccccc2C1=O)c1ccccc1	12	-28%	-6%	8.3µM*	·	?	-3
O=C(CCN1C(=O)/C(=C/C=C/c2ccccc2)SC1=S)Nc1cccnc1	47*	?	10%	48%[activator]	8%	0%	86*
COc1ccc(S(=O)(=O)c2ccccc2)cc1NC(=O)c1c(F)cccc1F	8	-28%	-1%	·	?	-2%	4
CCc1c(C)sc(NC(=O)C2CC(c3c(F)cccc3Cl)=NO2)c1C#N (stereo not given)	9	-26%	3%	1%	?	-3%	11
CC1(C)CC(=O)C(C=Nc2cccc(/N=C/C3=C(O)CC(C)(C)CC3=O)n2)=C(O)C1	-4	-25%	·	·	-15%	11%	-3
CC(=O)c1cn(CC(=O)Nc2cccc(C)c2C)c2ccccc12	2	4%	5%	39%[activator]	-12%	2%	18
CCOC(=O)c1c(C2CC2)csc1NC(=O)COC(=O)CCS(=O)(=O)c1ccc(C)cc1	-3	3%	8%	8%	4%	-2%	4
CCOC(=O)Cc1csc(NC(=O)c2cc(C)cc(C)c2)n1	-2	-12%	-3%	5%	?	0%	19
COc1ccc(OC)c(N=c2oc3cc(O)ccc3cc2C(N)=O)c1	15	-8%	-9%	11%	13µM*	5%	5
CCOC(=O)C1CC(C)=C(C)CC1C(=O)O (stereo not given)	-4	-13%	2%	22%	49%[activator]	0%	-3
CSC(=Nc1ccccc1)Nc1ccccc1	3	-21%	1%	0%	-18%	-1%	16
Cc1csc(=O)n1CC(=O)OCC(=O)Nc1ccccc1C(C)C	·	-18%	-4%	?	?	·	·
CCCNC(=S)Nc1ccc2nc(-c3ccccn3)c(-c3ccccn3)nc2c1	1	2%	4%	?	?	4%	-14
CC1(C)CC(=O)C(C=NCCCO)=C(O)C1	-3	-25%	-1%	26%	157%[activator]	-10%	-7
CC(C)(C)OC(=O)C1C(=O)CC(C)(O)C(C(=O)OC(C)(C)C)C1c1cccnc1 (stereo not given)	0	7%	-24%	·	?	2%	-14
Cc1ccc(C(OC(=O)c2ccco2)C(=O)NC(C)(C)C)cc1 (stereo not given)	-1	-6%	0%	-4%	0%	-1%	1
CC(CCc1ccccc1)C(=O)NO (stereo not given)	-1	-15%	-5%	-6%	0%	2%	12
O=C(NCc1ccc2c(c1)OCO2)C1CCN(S(=O)(=O)c2ccc(Br)s2)CC1	-2	-36%	-9%	·	31%	3%	-8
